S-ASM inh: inhibitors of human secretory acid sphingomyelinase; P17405; placental ASM, HMU-PC fluorogenic substrate, 60 min; Potency, µM (doses to about 57.5 µM), without a hit: top-dose activity change, negative = inhibition, actives largely listed as inhibitors; 340,000 tested, 0.006% active; also: potency is read from the fitted curve at half-maximal effect
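Human placenta-derived ASM enzyme was preincubated with compound for 10 minutes at room temperature, then given fluorogenic substrate HMU-PC0 (9 uM final) for 60 minutes at 37 °C; a pH 10 stop preceded fluorescence reading at Ex 386/Em 447 nm.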
TRPV1 agonist: activates the human vanilloid receptor TRPV1. AID 540275. activation, % at 8.33 µM. 320,000 tested, 0.19% active. TRPV1-expressing cells, Fluo-8 calcium influx, agonist mode. Q8NER1; in the data active = activation above about 80%; inconclusive = between about 30% and that limit; also: 0% is about no effect
Target sequence (Q8NER1 whole entry, looked up): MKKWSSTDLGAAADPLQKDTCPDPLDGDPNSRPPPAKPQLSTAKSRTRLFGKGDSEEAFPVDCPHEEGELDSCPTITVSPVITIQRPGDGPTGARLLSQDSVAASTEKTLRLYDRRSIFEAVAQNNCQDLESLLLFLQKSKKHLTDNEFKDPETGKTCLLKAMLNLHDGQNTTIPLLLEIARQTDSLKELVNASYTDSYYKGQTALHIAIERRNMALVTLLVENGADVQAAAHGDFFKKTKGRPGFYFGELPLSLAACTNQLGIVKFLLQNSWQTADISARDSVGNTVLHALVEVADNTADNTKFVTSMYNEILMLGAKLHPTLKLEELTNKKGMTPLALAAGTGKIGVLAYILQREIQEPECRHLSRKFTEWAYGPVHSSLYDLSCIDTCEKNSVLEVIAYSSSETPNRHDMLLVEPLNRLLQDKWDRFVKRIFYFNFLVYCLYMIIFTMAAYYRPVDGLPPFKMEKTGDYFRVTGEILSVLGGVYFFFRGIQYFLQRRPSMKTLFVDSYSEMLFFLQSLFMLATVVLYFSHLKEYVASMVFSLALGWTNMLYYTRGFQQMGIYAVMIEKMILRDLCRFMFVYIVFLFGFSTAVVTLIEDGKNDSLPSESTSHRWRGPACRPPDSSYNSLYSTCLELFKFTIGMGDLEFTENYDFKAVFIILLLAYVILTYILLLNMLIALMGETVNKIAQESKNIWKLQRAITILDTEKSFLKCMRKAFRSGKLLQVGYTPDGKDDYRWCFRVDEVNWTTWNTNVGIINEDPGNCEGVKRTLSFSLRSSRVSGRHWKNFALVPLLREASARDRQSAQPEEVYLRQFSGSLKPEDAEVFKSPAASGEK
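Fluo-8 calcium influx in TRPV1-expressing cells, kinetic read (ex 480/em 520 nm). Compound added and read 3 min for agonist activity, followed by capsaicin at EC20 final and 2 min further read for enhancement.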
A-T KAP1 phos: potential ataxia-telangiectasia treatments restoring KAP-1 phosphorylation. Potency, µM (titrated, usually from 57.5 µM), for inactives: at the highest dose activation, usual class: activators. […] A-T fibroblasts, KAP-1 phosphorylation AlphaLISA; neocarzinostatin DNA damage 30 min before lysis. AID 485349. 320,000 tested, 0.19% active; also: potency is read from the fitted curve at half-maximal effect; % of control where 0% means no effect; nearly all actives have a fitted effect of over 45% in size
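ATM-like activity read as KAP-1 phosphorylation via AlphaLISA donor/acceptor antibody pairs after lysis and 6 hr at 25C. Cells were ATM-null patient fibroblasts ([…], hTERT), dosed 60 min, then exposed to the DSB inducer NCS for 30 min.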
MBNL1 CUG block: inhibitors of human MBNL1 binding to CUG repeat RNA. Q9NR56. Potency, µM (titrated, usually from 57.5 µM), inactives show top-dose activity change, negative = inhibition, most hits filed as inhibitors. TR-FRET MBNL1-His/biotin-(CUG)12 binding, 665/545 ratio. 280,000 tested, 0.036% active. AID 2675; active = well fitted inhibition curve with a large enough effect in the signal ratio, with a control signal flat, not every such curve was filed as active; inconclusive = small, poorly fitted or top-dose-only effect, or effect the other way, or a change in a side signal; inactive = no such curve, though single readings can be large or run the other way; the % refers to the signal ratio; also: potency is read from the fitted curve at half-maximal effect; % is scaled to controls: 0 for no effect and ±100 for the full control effect
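His-tagged MBNL1 binding to biotinylated (CUG)12 RNA was measured by TR-FRET using terbium anti-His antibody (0.055 ng/ul final) and streptavidin-XL665 (5 nM final). Compounds were titrated 92 nM to 58 uM; 60 min at room temperature.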
GALK inhibitor: galactokinase (human) inhibition. 270,000 tested, 0.007% active. P51570. Purified GALK, Kinase-Glo residual ATP luminescence. Potency, µM (doses to about 57.5 µM), for inactives: top-dose activity change, negative = inhibition, actives largely listed as inhibitors. AID 1868; also: potency is read from the fitted curve at half-maximal effect; % is scaled to controls: 0 for no effect and ±100 for the full control effect
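5 nM enzyme, 35 uM ATP, 100 uM galactose, 20 mM HEPES pH8.0, 5 mM MgCl2; 1 h RT; residual ATP by Kinase-Glo Plus luminescence, qHTS format.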
CXXC DNA block: inhibitors of human MLL CXXC domain-DNA interaction. Q03164. MLL-CXXC / FITC-HOXA9 DNA fluorescence polarization. Potency, µM (series often up to 115 µM), inactives show at the top dose activity change, negative = inhibition, actives largely listed as inhibitors. 290,000 tested, 0.037% active; active = well fitted inhibition curve with a large enough effect in the polarisation, with a control signal flat, not every such curve was filed as active; inconclusive = small, poorly fitted or top-dose-only effect, or effect the other way, or a change in a side signal; inactive = no such curve, though single readings can be large or run the other way; the % refers to the polarisation; also: potency is read from the fitted curve at half-maximal effect
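Steps: dispense CXXC domain solution (7 uM) → pin compounds or unlabeled HOX-A9 DNA control → 5 min ambient → add FLSN-HOX-A9 solution (50 nM) → spin → 30 min ambient → fluorescence polarization. Tris pH 7.5/NaCl/DTT/BSA buffer.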
a7 integrin act: integrin-mediated muscular dystrophy alleviation activation; alpha7betagal myoblasts, beta-gal FDG fluorescence, 48 h; Potency, µM (top dose mostly 38.3 µM), for inactives: top-dose activation, most hits filed as activators; 350,000 tested, 0.064% active; AID 624291;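 also: potency is read from the fitted curve at half-maximal effect; 100% = response of the positive control SU9516; nearly all actives have a fitted effect of over 60% in size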
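Alpha7betagal+/- myoblasts (passage 13) were plated 16-24 hr, then exposed to compounds (1:260 dilution of DMSO stock) for 48 hours at 37C. After MPER lysis, β-galactosidase reporter activity was read as FDG fluorescence (ex 480/em 540) after 30 minutes.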
KCNH2 3.1 block: inhibitors of human KCNH2 3.1 potassium channel isoform; AID 720553; activity change, % (tested at about 1.8 µM); U2OS KCNH2 3.1, thallium flux FluxOr; hits give low values; 340,000 tested, 0.95% active;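 active = maximum activity change below -70%; inconclusive = maximum activity change from -70% to -50%; inactive = maximum activity change above -50%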;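 also: thallium influx rate constant from kinetic fluorescence after stimulation buffer; % is scaled to controls: 0 for no effect and ±100 for the full control effect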
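Measured as rate of thallium-driven FluxOr signal in transduced U2OS cells carrying the 3.1 channel, read kinetically for 2 min upon stimulation; values are rate constants scaled to DMSO control wells.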
KCNH2 WT inh: blocks the wildtype human KCNH2 potassium channel; Q12809; U2OS, BacMam KCNH2, thallium flux FluxOr; hits give low values; activity change, % at 1.84 µM; 340,000 tested, 0.37% active;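 active = maximum activity change below -70%; inconclusive = maximum activity change between -70% and -50%; inactive = maximum activity change above -50%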; also: % is scaled to controls: 0 for no effect and ±100 for the full control effect
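U2OS cells were transduced with wild-type KCNH2 virus (2.03 x 10^8 / mL) for 4 h at room temperature, then cultured overnight at 37 C. Thallium flux was read with FluxOr dye. Rate constants were normalized to DMSO controls.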
Coupling enz: inhibits coupling enzyme system, counter-screen for aldolase hits | AID 2472 | activity change, negative = inhibition, % at 58.2 µM, hits read low | 290,000 tested, 0.67% active | coupling enzyme system counterscreen, AmpLite Red fluorescence; in the data active = activity change below about -30%; also: % is scaled to controls: 0 for no effect and ±100 for the full control effect
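First, compound is pin-transferred into glyceraldehyde-3-phosphate coupling-enzyme reagent at 57.5 uM final and held 10 min at RT. Next, substrate, coupling system and AmpLite Red are added. After 20 min RT, fluorescence (525/598 nm) is read.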
Starred values were filed as active, the others as inactive; ? = inconclusive; / = not tested or not shown; & = joins results of further samples; [ ] = another dose, or the depositor's remark. Unless noted, calls follow the shape of the dose curve; as a rule, active = well fitted curve in the direction sought with a large enough effect; inconclusive = small, poorly fitted or top-dose-only effect, or another doubt; inactive = no such curve, though single readings can be large; an effect the other way counts as inactive or inconclusive. Outcome played no part in choosing rows, and some 2% of all compounds hit somewhere here.

SMILES	S-ASM inh	TRPV1 agonist	A-T KAP1 phos	MBNL1 CUG block	GALK inhibitor	CXXC DNA block	a7 integrin act	KCNH2 3.1 block	KCNH2 WT inh	Coupling enz
Cc1nc([N+](=O)[O-])nn1C12CC3CC(CC(Cl)(C3)C1)C2	-1%	1	7%	7%	-1%	9%	-13%	-17	-8	0
Cc1cccc(C)c1NC(=O)CCN1C(=O)C2C3CCC(C3)C2C1=O (configuration not stated)	1%	19	-7%	-3%	-1%	0%	-13%	-12	-2	3
O=c1cc(N2CCc3ccccc32)[nH]c(=O)n1-c1ccccc1Cl	4%	-1	-2%	0%	-1%	17%	13%	/	0	5
CC(C)c1ccc(N(CC(=O)NCC2CCCO2)C(=O)CCC(=O)Nc2nccs2)cc1 (configuration not stated)	18%	-1	6%	1%	5%	9%	-29%	12	3	0
CCOC(=O)CCNC(=O)N1CCCC(CNS(=O)(=O)c2cccs2)C1 (configuration not stated)	-2%	8	2%	-14%	8%	-8%	-20%	-1	/	-2
CCOc1cc(NC(=S)NCCCN2CCOCC2)c(OCC)cc1NC(=O)C(C)C	2%	-2	-3%	-13%	2%	-4%	-31%	-8	-7	-28
O=C1OCC2=C1C(c1ccccc1)CC(=O)N2c1cccc(F)c1 (configuration not stated)	-1%	2	0%	-2%	3%	-5%	11%	4	0	0
O=C(CNC(=O)C12CC3CC(CC(C3)C1)C2)N/N=C\c1ccco1	1%	-3	7%	17%	-5%	3%	21%	7	29	/
CCN1CCN(Cc2ccc(NC(=O)Nc3ccc(SC)cc3)cc2)CC1	0%	1	1%	0%	3%	14%	-38%	3	5	1
C/C(CCC(C)C)=N\Nc1cc(C)c2ccccc2n1	0%	-4	1%	0%	-7%	-4%	-15%	5	-9	-5
Cc1cc(C)n(-c2nc3ccccc3nc2N2CCC(C)CC2)n1	39%[activator]	11	33%	7%	0%	3%	-2%	-8	-4	7
C=CCn1c(=O)c(C(=O)NCCNCC)c(O)c2ccccc21	6%	2	12%	-14%	-1%	7%	9%	2	2	-1
COc1ccc(-c2cn(-c3ccc(C)cc3)c(=O)n2CC(=O)Nc2cccc(F)c2)cc1	-6%	?	-9%	-5%	0%	26%	1%	-11	-3	0
CN(C)S(=O)(=O)Oc1ccsc1C(=O)Nc1cccc(Cl)c1Cl	0%	0	11%	9%	2%	1%	7%	-13	0	1
CCOC(=O)c1ccc(Oc2nc(N(C)C)nc(N3CCOCC3)n2)cc1	-3%	12	3%	-2%	-1%	1%	-28%	0	/	-2
O=[N+]([O-])c1ccc2nc(NS(=O)(=O)c3ccc(F)cc3)sc2c1	-3%	-2	2%	?	3%	21%	-2%	-12	18	18
O=C(NCc1ccco1)Nc1ccc([N+](=O)[O-])cc1	-1%	?	0%&-1%	?	-2%&-1%	-2%&3%	1%	2	0	1&1
Cc1ccccc1CN(c1ccc(C(=O)Nc2ccccc2C(=O)NCc2ccco2)cc1)S(C)(=O)=O	-9%	-8	11%	2%	0%	19%	0%	4	-2	0
Cc1ccc(-n2cnc3scc(-c4cccs4)c3c2=O)cc1	-1%	?	/	?	3%	5%	-16%	7	-6	2
O=C(O)CCN1C(=O)C2C3C=CC(C2C1=O)C1C(=O)N(CCC(=O)O)C(=O)C31 (configuration not stated)	-1%	1	8%	-14%	-2%	-2%	0%	4	6	4

Four compounds already listed, arranged by the value under MBNL1 CUG block, highest first:
compound	MBNL1 CUG block
CN(C)S(=O)(=O)Oc1ccsc1C(=O)Nc1cccc(Cl)c1Cl	9%
Cc1cc(C)n(-c2nc3ccccc3nc2N2CCC(C)CC2)n1	7%
Cc1cccc(C)c1NC(=O)CCN1C(=O)C2C3CCC(C3)C2C1=O (configuration not stated)	-3%
O=C(O)CCN1C(=O)C2C3C=CC(C2C1=O)C1C(=O)N(CCC(=O)O)C(=O)C31 (configuration not stated)	-14%

Retrieved by compound from the entries so far, 3 records:
SMILES	S-ASM inh	TRPV1 agonist	A-T KAP1 phos	MBNL1 CUG block	GALK inhibitor	CXXC DNA block	a7 integrin act	KCNH2 3.1 block	KCNH2 WT inh	Coupling enz
C=CCn1c(=O)c(C(=O)NCCNCC)c(O)c2ccccc21	6%	2	12%	-14%	-1%	7%	9%	2	2	-1
CCOC(=O)CCNC(=O)N1CCCC(CNS(=O)(=O)c2cccs2)C1 (configuration not stated)	-2%	8	2%	-14%	8%	-8%	-20%	-1	/	-2
Cc1ccccc1CN(c1ccc(C(=O)Nc2ccccc2C(=O)NCc2ccco2)cc1)S(C)(=O)=O	-9%	-8	11%	2%	0%	19%	0%	4	-2	0

The listing picks up; the 2 compounds before the break are reprinted first.
SMILES	S-ASM inh	TRPV1 agonist	A-T KAP1 phos	MBNL1 CUG block	GALK inhibitor	CXXC DNA block	a7 integrin act	KCNH2 3.1 block	KCNH2 WT inh	Coupling enz
Cc1ccc(-n2cnc3scc(-c4cccs4)c3c2=O)cc1	-1%	?	/	?	3%	5%	-16%	7	-6	2
O=C(O)CCN1C(=O)C2C3C=CC(C2C1=O)C1C(=O)N(CCC(=O)O)C(=O)C31 (configuration not stated)	-1%	1	8%	-14%	-2%	-2%	0%	4	6	4
COc1ccccc1C(=O)/C=C/c1ccc(N2CCCCC2)c([N+](=O)[O-])c1	-1%	-10	-8%	12%	-3%	-14%	-61%[inhibitor]	-14	-7	-6
COc1ccc(OC)c(NS(=O)(=O)c2cccc3cccnc23)c1	-5%	4	8%	-3%	-2%	-1%	2%	14	0	-5
C=CCN1C(=O)C2C(C(=O)NCc3ccccc3)C3(C)C=CC2(O3)C1C(=O)NC(C)(C)C (configuration not stated)	6%	-7	-2%	-6%	-1%	-15%	3%	10	-9	1
CC(=O)NS(=O)(=O)c1ccc(NC(=O)c2ccc(Br)o2)cc1	0%	1	-1%	1%	-4%	-1%	-13%	9	5	-3
CCn1cc(CN2CCN(CC(C)(C)C)C(CCO)C2)c2ccccc21 (configuration not stated)	3%	4	2%	-4%	-3%	6%	-14%	10	10	0
O=C(O)c1cc(S(=O)(=O)NC(Cc2c[nH]c3ccccc23)C(=O)O)ccc1Cl (configuration not stated)	0%	5	13%	?	-1%	-9%	6%	-6	-1	-1
Cc1ccc(N2C(=O)N(CC(=O)NCc3ccc(Cl)cc3)C(=O)C2C)cc1 (configuration not stated)	-1%	7	-3%	-1%	2%	-1%	1%	12	9	4
CCc1ccccc1NC(=S)N1CCNC(=O)C1CC(=O)OC (configuration not stated)	1%	0	-2%	-6%	3%	1%	-9%	10	0	0
CC1(C)C(=O)OC(C(=O)c2ccc(Cl)cc2)C(C)(C)C1=O (configuration not stated)	5%	12	6%	-2%	-3%	?	-16%	8	-8	2
CCOC(=O)Cn1nc(-c2ccc(C)cc2)c2ccccc2c1=O	-1%	13	3%	0%	2%	-2%	-10%	-2	-10	0
CCOC(=O)CCCNC(=O)CCNC(=O)c1ccc(OCC(C)C)cc1	4%	0	-12%	1%	4%	7%	-22%	2	-8	4
Cc1ccccc1N1C(=O)c2cccc([N+](=O)[O-])c2C1=O	-3%	-1	4%	?	3%	-3%	34%	-4	8	1
CC(=O)NC(=S)Nc1cc(C(F)(F)F)ccc1N1CCOCC1	-2%	-3	4%	-8%	-4%	-3%	23%	1	-2	0
Cc1ccccc1C(=O)Nc1ccnn1C1CCN(Cc2cnn(C)c2)CC1	-1%	-4	1%	1%	-7%	-1%	?	-15	35	-1
COc1ccc(OC)c(CCNC(=O)c2ccc3c(c2)N(Cc2ccccc2)CCS3)c1	276%[activator]	-8	12%	0%	-7%	1%	11%	-15	7	/
Cc1ccc(C(=O)C(C)OC(=O)Cn2cnc3c2c(=O)n(C)c(=O)n3C)cc1 (configuration not stated)	1%	-4	5%	/	/	/	16%	-3	1	/
Cn1ccnc1SCC(=O)NCC(=O)Nc1ccc(F)c(F)c1F	-4%	/	5%	/	/	/	-7%	3	-14	/
COc1ccc(C[C@H](N)C(=O)N[C@H]2[C@@H](O)[C@H](n3cnc4c(N(C)C)ncnc43)O[C@@H]2CO)cc1	2%	-1	5%	/	/	/	/	6	-7	/
CNC(C)C#Cc1ccc2c(=O)c3ccccc3oc2c1 (configuration not stated)	9%	/	/	/	/	/	-20%	5	-23	/
CC(=O)c1ccc(OCC(O)CN(C)CCOc2ccc(Br)cc2)cc1 (configuration not stated)	-3%	3	9%	-5%	-1%	-11%	-14%	-31	-38	2
CCOc1cc(N2CCOCC2)c(OCC)cc1NC(=O)COC(=O)c1ccc([N+](=O)[O-])o1	2%	/	1%	/	/	/	-31%	22	3	/

Screens deposited in PubChem BioAssay by National Center for Advancing Translational Sciences (NCATS).
